Casp6 inh: caspase-6 (human) enzyme inhibition; P55212; purified caspase-6, Z-VEID-R110 cleavage fluorescence; inhibition, % at 12.5 µM; 0.53% of 350,000 active; AID 686996;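 active = mean inhibition across replicates at least about 35%, with every replicate also reaching that limit, limit read from the data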;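 note: 0% = median of neutral control wells and 100% = no fluorescence left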
Target sequence (P55212 24-179 limits assumed): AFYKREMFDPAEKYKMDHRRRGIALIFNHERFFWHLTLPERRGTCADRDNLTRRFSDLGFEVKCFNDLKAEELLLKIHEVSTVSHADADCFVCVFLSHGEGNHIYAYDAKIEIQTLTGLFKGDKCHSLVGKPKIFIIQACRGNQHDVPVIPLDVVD
Target sequence (P55212 194-293 limits assumed): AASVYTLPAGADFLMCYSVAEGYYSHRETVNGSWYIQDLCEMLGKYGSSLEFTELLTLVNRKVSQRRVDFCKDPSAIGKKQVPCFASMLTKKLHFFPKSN
FN deposition inh: fibronectin deposition inhibition; 0.086% of 350,000 active; AH1F fibroblasts, Alexa488-fibronectin deposition fluorescence, overnight; inhibition, % at 12.6 µM;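 active = mean inhibition across replicates of 30% or more, regardless of how many single replicates reach that level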;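 note: positive control wells lacked labelled fibronectin entirely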
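test system = AH1F fibroblasts assembling fluorescent fibronectin matrix | quantity = 10000 AH1F cells per well | buffer or medium = DMEM plus 2% serum, read in PBS | doses = single dose, pinned | incubation = 1 h cell attachment, overnight exposure to compound and label | detection = fluorescence at 485 nm excitation, 525 nm emission | read-out basis = inhibition from reduced deposited-fibronectin fluorescence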
esBAF inh: SWI/SNF esBAF complex inhibition; mouse ES cells, Bmi1-luciferase knock-in reporter, 24 h; 100% = twice the neutral-well signal; reporter increase, % at 12.5 µM; 2% of 350,000 active; in the data active = activation above about 40%;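 note: 0% = median of the plate's neutral control wells and 100% = double that signal; a rise in the Bmi1 reporter signal indicates esBAF inhibition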
SIRT5 inh: blocks human SIRT5 desuccinylation of peptide; Q9NXA8; Purified SirT5, succinyl-peptide AMC, trypsin-coupled fluorescence; 1.1% of 330,000 active; inhibition, % at 15 µM; in the data active = inhibition above about 15%
Target sequence (Q9NXA8 whole entry, looked up): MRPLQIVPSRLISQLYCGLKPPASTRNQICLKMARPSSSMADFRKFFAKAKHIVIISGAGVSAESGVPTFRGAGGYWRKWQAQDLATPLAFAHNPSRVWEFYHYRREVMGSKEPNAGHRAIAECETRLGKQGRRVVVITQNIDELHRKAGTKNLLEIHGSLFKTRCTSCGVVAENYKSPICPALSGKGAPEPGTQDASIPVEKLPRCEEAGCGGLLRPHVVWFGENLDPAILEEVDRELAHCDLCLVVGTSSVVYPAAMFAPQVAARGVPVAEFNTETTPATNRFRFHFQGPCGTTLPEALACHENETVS
S100A4 inh HTS: inhibitors of human S100A4 binding to myosin IIA peptide. 0.14% of 360,000 active. inhibition, % at 10.7 µM. S100A4/TAMRA-MyoIIA peptide fluorescence polarization. P26447;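 active = mean inhibition of at least 70% across replicates, with every replicate also reaching that level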
Target sequence (P26447 whole entry, looked up): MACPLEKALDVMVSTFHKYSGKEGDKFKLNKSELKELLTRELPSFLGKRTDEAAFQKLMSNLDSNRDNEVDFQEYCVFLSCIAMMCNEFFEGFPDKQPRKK
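Material: human S100A4 monomer with TAMRA-labelled myosin IIA peptide; buffer or medium: HEPES pH 7.2 with CaCl2, KCl, NaCl, DTT, Triton; compound dosing: one concentration per compound; schedule: 5 min incubation before reading; benchmarks: neutral control DMSO, positive control TFP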
LGR2 inh: inhibitors of bursicon-induced Drosophila LGR2 receptor cAMP signaling | HEK293 LGR2, CRE-luciferase, bursicon-stimulated, 4 h | inhibition, % at 9.99 µM | 0.35% of 380,000 active;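 active = drop in luminescence signal, shown as inhibition above about 50% in the replicate tests, limit read from the data, passing the limit was not always enough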;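 note: agonist challenge used bursicon conditioned medium at about half maximal strength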
C2C12 statin: suppressors of simvastatin-induced myotoxicity in C2C12 myotubes; ATP luminescence, 48 h; scaled: DMSO 0, geranylgeraniol control 100; rescue of ATP level, % at 7.49 µM; 0.78% of 330,000 active; AID 602340;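 active = mean ATP rescue above about 67%, or every replicate alone reaching that limit, limit read from the data, passing the limit was not always enough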;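 note: myotubes were challenged with 10 µM simvastatin during compound exposure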
Active calls of the source: *; · = not tested or not shown; & = joins results of further samples; ! = a repeat was not active. A portion of the library (hit frequency here may not be typical).

No.	SMILES	FN deposition inh	S100A4 inh HTS	C2C12 statin	Casp6 inh
1	CO[C@H]1CN(C)C(=O)c2ccc(NC(=O)c3ccccc3)cc2OC[C@@H](C)N(CC2CC2)C[C@@H]1C	-1	11	-14	-3
2	Cc1ccc(SCC(=O)NC2CC3CCC(C2)N3C)cc1 (stereo not given)	1	4	·	-29
3	CC1=NOC(=O)/C1=C\c1ccc(-c2ccc(Br)cc2C(=O)O)o1	12	1	2	20
4	COCC(=O)N1CC2(C1)[C@H](c1ccccc1)[C@@H](CO)N2C(=O)NC1CCCC1	3	-4	·	2
5	O=C(NCCCC(NC(=O)OCc1ccccc1)C(=O)O)OCc1ccccc1 (stereo not given)	3	5	-2	-2
6	CC(=O)c1ccc(S(=O)(=O)NCCC(=O)OCC(=O)N2CCCC2=O)cc1	0	-3	-19	0
7	Cc1ccc(C(=O)c2cc(C)sc2NC(=O)CN2CCN(C(=O)c3ccco3)CC2)cc1	3	·	9	·
8	COc1ccc(S(=O)(=O)N2CCN(CC(=O)Nc3ccc(F)c(F)c3)CC2)cc1	·	·	-3	·

No.	LGR2 inh	esBAF inh	SIRT5 inh
1	1	-1	5
2	-3	·	-4
3	18	-7	14
4	2	·	0
5	·	-9	·
6	2	5	-4
7	·	4	·
8	-11	-4	·

New compounds follow.
No.	SMILES	FN deposition inh	S100A4 inh HTS	C2C12 statin	Casp6 inh
9	Cc1ccc(C2C(C(=O)c3cccs3)=C(O)C(=O)N2c2cccc(C)n2)cc1 (stereo not given)	7	-3	·	3
10	Cc1ccc(S(=O)(=O)N2CCCOC2CNC(=O)C(=O)NC2CCCCC2)cc1 (stereo not given)	2	5	·	1
11	COCCCNC(=O)c1c[nH]c2ccc(S(=O)(=O)N(C)c3ccccc3C)cc2c1=O	-1	-5	·	-4
12	O=C(C[C@H]1CC[C@@H]2[C@H](COC[C@H](O)CN2Cc2cccc(F)c2)O1)NCc1cccc(F)c1	-14&4	3&-5	-7	-3&1
13	O=C(NCCCCO)c1ccc2c3c(cccc13)CC2	·	-4	·	-5
14	COc1cc(/C=N/NC(=O)c2ccc(CSc3nc4ccccc4[nH]3)cc2)cc(OC)c1OC	4	·	-36	·
15	C=CCC1(CC=C)CCCN1C(=O)c1cc(COc2cncc(Cl)c2)on1	·	1	-24	1
16	CCOC(=O)c1cccc(NC(=O)c2cccnc2)c1	·	·	2	·

No.	LGR2 inh	esBAF inh	SIRT5 inh
9	-10	·	-1
10	1	·	2
11	6	·	0
12	-15&7	0	20*!
13	2	·	-13
14	12	17	·
15	13	2	-3
16	-9	4	·

Further compounds follow.
No.	SMILES	FN deposition inh	S100A4 inh HTS	C2C12 statin	Casp6 inh
17	Cc1ccc(S(=O)(=O)N(C)C[C@@H]2Oc3ccc(NC(=O)Cn4cnnn4)cc3C(=O)N([C@H](C)CO)C[C@@H]2C)cc1	·	9	3	-3
18	C[C@@H]1CN([C@H](C)CO)C(=O)c2cccc(NC(=O)C3CCOCC3)c2O[C@H]1CN(C)Cc1ccccc1	·	-8	5	0
19	CC(C)CN1C(=O)C(=O)N(CC(=O)Nc2cc(Cl)ccc2Oc2ccccc2)C1=O	7	-3	·	-8
20	CCOC(=O)CCCCCC(=O)Nc1ccc2c(c1)C(=O)N([C@H](C)CO)C[C@H](C)[C@H](CN(C)C(=O)C1CCCCC1)OCCCC[C@@H](C)O2	1	-2&12	-4	0&1
21	O=C(Nc1ccc2c(c1)[C@@H]1C[C@@H](CC(=O)N3CCCCC3)O[C@H](CO)[C@@H]1O2)Nc1ccccc1F	12	31	-1	1
22	CN(CCc1ccccc1)C(=O)CCc1nnc(Cc2ccc3c(c2)OCO3)o1	4	-3	·	0
23	O=C(NCC[C@H]1CC[C@@H](NC(=O)C2CCCC2)[C@@H](CO)O1)c1cc(Cl)cc(Cl)c1	·	-18	3	1
24	CCCNC(=O)N(C)C[C@H]1Oc2ncc(C3=CCCC3)cc2C(=O)N([C@H](C)CO)C[C@@H]1C	·	-17	14	2

No.	LGR2 inh	esBAF inh	SIRT5 inh
17	-14	-5	-1
18	7	4	2
19	-20	·	-4
20	18	4	5
21	7	6	-3
22	7	·	-1
23	-7	2	-2
24	-1	4	2

Given in transposed form: 6 of the compounds above
#19 CC(C)CN1C(=O)C(=O)N(CC(=O)Nc2cc(Cl)ccc2Oc2ccccc2)C1=O
#20 CCOC(=O)CCCCCC(=O)Nc1ccc2c(c1)C(=O)N([C@H](C)CO)C[C@H](C)[C@H](CN(C)C(=O)C1CCCCC1)OCCCC[C@@H](C)O2
#21 O=C(Nc1ccc2c(c1)[C@@H]1C[C@@H](CC(=O)N3CCCCC3)O[C@H](CO)[C@@H]1O2)Nc1ccccc1F
#22 CN(CCc1ccccc1)C(=O)CCc1nnc(Cc2ccc3c(c2)OCO3)o1
#23 O=C(NCC[C@H]1CC[C@@H](NC(=O)C2CCCC2)[C@@H](CO)O1)c1cc(Cl)cc(Cl)c1
#24 CCCNC(=O)N(C)C[C@H]1Oc2ncc(C3=CCCC3)cc2C(=O)N([C@H](C)CO)C[C@@H]1C
assay / entry,19,20,21,22,23,24
FN deposition inh,7,1,12,4,·,·
S100A4 inh HTS,-3,-2&12,31,-3,-18,-17
C2C12 statin,·,-4,-1,·,3,14
Casp6 inh,-8,0&1,1,0,1,2
LGR2 inh,-20,18,7,7,-7,-1
esBAF inh,·,4,6,·,2,4
SIRT5 inh,-4,5,-3,-1,-2,2

(cont.)
No.	SMILES	FN deposition inh	S100A4 inh HTS	C2C12 statin	Casp6 inh
25	C[C@@H]1CCCCO[C@H](CN(C)C(=O)CCCN(C)C)[C@@H](C)CN([C@H](C)CO)C(=O)c2cc(NC(=O)Nc3ccc(C(F)(F)F)cc3)ccc2O1	·	·	-17	·
26	CO[C@@H]1CN(C)C(=O)c2ccc(NC(=O)C3CC3)cc2OC[C@H](C)N(C(=O)C2CCOCC2)C[C@@H]1C	-3	19	0	-1
27	COc1ccccc1NC(=O)c1ccc2nc(-c3ccccc3)c(-c3ccccc3)nc2c1	3	·	84*	·
28	CCCC(=O)Nc1ccc2c(c1)C(=O)N(C)C[C@H](OC)[C@@H](C)CN(C)[C@@H](C)CO2	·	8	-4	-14
29	O=C1CN(S(=O)(=O)c2cccc(F)c2)C[C@@H]2[C@H](c3ccc(-c4ccccc4)cc3)[C@H](CO)N12	·	-9	·	0
30	COC(=O)[C@@H](Cc1ccccc1)N(Cc1ccccc1)S(=O)(=O)N(Cc1ccccc1)[C@H](Cc1ccccc1)C(=O)OC	8	-7	-2	-2
31	C[C@H]1CCCCO[C@H](CN(C)S(=O)(=O)c2ccc(F)cc2)[C@@H](C)CN([C@@H](C)CO)C(=O)c2cc(NC(=O)Nc3ccc(C(F)(F)F)cc3)ccc2O1	-13	-32	·	0
32	Cc1cc2n(n1)C(c1ccc3c(c1)OCO3)Nc1ccccc1-2 (stereo not given)	9	·	-9	·

No.	LGR2 inh	esBAF inh	SIRT5 inh
25	-2	-4	·
26	-4	-3	4
27	·	5	·
28	18	1	-2
29	6	·	3
30	23	-6	0
31	6	-3	7
32	·	5	·

Remaining list, next part:
No.	SMILES	FN deposition inh	S100A4 inh HTS	C2C12 statin	Casp6 inh
33	CCOC(=O)c1ccc(N2C(=O)c3n[nH]c(C)c3C2c2ccc(OC)cc2)cc1 (stereo not given)	8	·	2	·
34	O=C(C[C@@H]1C[C@H]2c3cc(NC(=O)NC4CCCC4)ccc3O[C@H]2[C@H](CO)O1)NCC(F)(F)F	4	-1	-7	2
35	C[C@H]1CN([C@@H](C)CO)C(=O)Cc2cc(NC(=O)CCN3CCOCC3)ccc2O[C@@H]1CN(C)C	·	-2	-7	-4
36	COC(=O)c1cc(-c2ccc(OC)c(OC)c2)on1	4&2	4	4	·
37	C=CCN1C=C2C(=O)C(C)(OC(=O)CCc3ccccc3)C(=O)C=C2C=C1c1ccc(C#N)cc1 (stereo not given)	-2	·	3	·
38	CCOC(=O)C1CCN(C(=O)Cn2nc(CC)n3cccc3c2=O)CC1	-1	-42	8	1
39	O=C(NCCc1ccccn1)c1ccc2nc(Cc3ccccc3F)oc2c1	13	2	6	3
40	CC(NC(=O)c1cccc(OC2CCN(C3CCN(C)CC3)CC2)c1)c1ccccc1 (stereo not given)	-9	-4	-24	-26

No.	LGR2 inh	esBAF inh	SIRT5 inh
33	·	-1	·
34	0	3	-2
35	-21	7	2
36	·	-1	·
37	-5	9	·
38	1	2	-3
39	-65	72*	-1
40	5	2	-3

More compounds follow:
No.	SMILES	FN deposition inh	S100A4 inh HTS	C2C12 statin	Casp6 inh
41	CN(C)C(=O)C[n+]1ccc(C(N)=O)cc1	-5	-2	·	-2
42	CC(C)(C)[S@@](=O)N1Cc2cc(C(=O)N3CCc4ccccc4C3)nc(-c3cccc(-c4cccnc4)c3)c2[C@H]1CCO	-8	-6	0	1
43	Cc1ccc(S(=O)(=O)N2[C@@H](c3ccc(C(C)(C)C)cc3)C(C(=O)O)=CC[C@H]2c2ccc(Cl)c(Cl)c2)cc1	·	3	19	13
44	O=C1CCC2(CCCCC2)N1	-3	-1	4	-1
45	O=C(COC(=O)COc1ccc2c(c1)CCC2)Nc1ccccc1	1	3	5	0
46	CCCC(=O)Nc1ccc2c(c1)C(=O)N(C)C[C@H](OC)[C@H](C)CN(C(=O)c1ccncc1)[C@@H](C)CO2	-11	7	6	3
47	CN(Cc1ccccc1F)c1nc(-c2cccs2)nc2ccccc12	5	-3	·	1
48	COc1cc(CNn2nnnc2N)ccc1OCc1c(Cl)cccc1Cl	3	·	-7	·

No.	LGR2 inh	esBAF inh	SIRT5 inh
41	-13	·	·
42	-13	6	4
43	23	0	16*
44	14	-1	·
45	-21	42*	1
46	-3	-3	0
47	1	·	1
48	·	4	·

(listing goes on)
No.	SMILES	FN deposition inh	S100A4 inh HTS	C2C12 statin	Casp6 inh
49	O=C(OCC(=O)N1CCOCC1)c1cccc(F)c1	8	-2	-5	0
50	Cc1nn(Cc2ccccc2)c(C)c1/C=N/NC(=O)c1ccncc1	-2	-1	·	-1
51	COc1ccc(CN(C(=O)c2ccccc2OC)C2CCS(=O)(=O)C2)cc1 (stereo not given)	7	·	-3	·
52	COc1ccc(N2CCN(C(=O)c3cn(C4CCCC4)c(=O)c4c3c3ccccc3n4C)CC2)cc1	-1	·	-11	·
53	Cc1ccc(C(=O)OCC(=O)NNC(=O)COc2ccc(Cl)cc2)c(O)c1	·	-20	-9	-1
54	COc1ccc(CCNCC(O)COc2cccc(Br)c2)cc1OC (stereo not given)	0	7	-71	-2
55	Cc1noc(C)c1S(=O)(=O)N(C)C[C@H]1OCCCC[C@H](C)Oc2ccc(NC(=O)NC3CCCCC3)cc2C(=O)N([C@@H](C)CO)C[C@@H]1C	·	-2	·	-2
56	Cc1ccc(NC(=O)CCCCCC2NC(=O)NC2C)cc1 (stereo not given)	·	0	·	5

No.	LGR2 inh	esBAF inh	SIRT5 inh
49	-25	32	-2
50	-2	·	0
51	·	7	·
52	·	17	·
53	12	4	-4
54	0	-6	-2
55	10	-6	6
56	-9	-3	3
